# Source: PubChem BioAssay
# Anesthetic bind: binds horse apoferritin like a general anesthetic | AID 485281 | actives 0.074% (n = 350,000) | P02791 | apoferritin/1-aminoanthracene competitive binding, fluorescence | Potency, µM (top dose mostly 77.5 µM), inactives show at the top dose activity change, negative = displacement, hits mostly inhibitors; note: % is set by controls: 0 for no effect and ±100 for the full control effect; nearly all actives have a fitted effect of over 20% in size
#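 Steps: apoferritin (10 uM) was premixed with half-saturated 1-AMA in PBS, compounds were pin-transferred, plates stood 10 min at room temperature, fluorescence was read at 380/535 nm, and curves were fitted with a Hill equation.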
# G9a inh: inhibitors of human histone lysine methyltransferase G9a; G9a H3K9 monomethylation, AlphaScreen, 2 h; AID 504332; Potency, µM (highest dose often 102 µM), for inactives: top-dose activity, negative = inhibition, most hits filed as inhibitors; Q96KQ7; actives 8.8% (n = 350,000); note: % is set by controls: 0 for no effect and ±100 for the full control effect; nearly all actives have a fitted effect of over 75% in size
# Target sequence (Q96KQ7 913-1193 limits assumed): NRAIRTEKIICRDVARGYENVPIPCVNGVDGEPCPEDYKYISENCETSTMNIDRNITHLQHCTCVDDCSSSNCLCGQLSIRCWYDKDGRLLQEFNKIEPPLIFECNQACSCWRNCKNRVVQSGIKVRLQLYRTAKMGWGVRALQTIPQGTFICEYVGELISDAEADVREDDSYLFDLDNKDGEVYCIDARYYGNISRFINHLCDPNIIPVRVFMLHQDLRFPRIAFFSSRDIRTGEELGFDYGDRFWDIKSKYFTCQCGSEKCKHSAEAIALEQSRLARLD
#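 Using a bead-based AlphaScreen, monomethylated H3K9 product from 2 h room-temperature reactions (G9a 20 nM, peptide 500 nM, SAM 20 uM) was detected with 0.5 ug/mL rabbit anti-H3K9me1 antibody.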
# BLM helicase inh: blocks DNA unwinding by human BLM helicase | Potency, µM (series often up to 56.1 µM), for the others: at the highest dose activity change, negative = inhibition, hits mostly inhibitors | AID 2528 | recombinant BLM DNA unwinding, fluorescence dequenching | P54132 | actives 0.2% (n = 350,000);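 note: plate controls were vehicle for no effect and no enzyme for full effect; nearly all actives have a fitted effect of over 35% in size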
# Pol iota inh: inhibitors of human DNA polymerase iota; Q9UNA4; Pol iota fluorescent replication assay, 10 min; Potency, µM (doses to about 115 µM), for the others: at the highest dose activity, negative = inhibition, actives largely listed as inhibitors; actives 1% (n = 390,000); AID 588590
#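 Fluorescent replication assay read twice, at 0 min and 10 min after adding 50 nM (final) substrate. Enzyme (10 nM) and compounds were first incubated 15 min at room temperature; enzyme-free buffer wells were negative controls.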
# POLB inh: DNA polymerase beta (human) inhibition; Potency, µM (doses to about 114 µM), for the others: top-dose activity change, negative = inhibition, hits mostly inhibitors; Pol beta primer extension/strand displacement, fluorescence kinetic; P06746; AID 485314; actives 1.3% (n = 340,000); note: % is set by controls: 0 for no effect and ±100 for the full control effect
#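 10 nM enzyme + cpd, 15 min RT; start with substrate 50 nM final; read 0 min and after 10 min RT. Corrected, normalized data; 4-parameter Hill curve fit.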
# POLH inh: inhibitors of human DNA polymerase eta. Q9Y253. recombinant Pol eta, fluorescent DNA replication assay. Potency, µM (titrated, usually from 114 µM), for inactives: top-dose activity change, negative = inhibition, most hits filed as inhibitors. actives 1.2% (n = 390,000). AID 588591; note: % is set by controls: 0 for no effect and ±100 for the full control effect
# Target sequence (Q9Y253 whole entry, looked up): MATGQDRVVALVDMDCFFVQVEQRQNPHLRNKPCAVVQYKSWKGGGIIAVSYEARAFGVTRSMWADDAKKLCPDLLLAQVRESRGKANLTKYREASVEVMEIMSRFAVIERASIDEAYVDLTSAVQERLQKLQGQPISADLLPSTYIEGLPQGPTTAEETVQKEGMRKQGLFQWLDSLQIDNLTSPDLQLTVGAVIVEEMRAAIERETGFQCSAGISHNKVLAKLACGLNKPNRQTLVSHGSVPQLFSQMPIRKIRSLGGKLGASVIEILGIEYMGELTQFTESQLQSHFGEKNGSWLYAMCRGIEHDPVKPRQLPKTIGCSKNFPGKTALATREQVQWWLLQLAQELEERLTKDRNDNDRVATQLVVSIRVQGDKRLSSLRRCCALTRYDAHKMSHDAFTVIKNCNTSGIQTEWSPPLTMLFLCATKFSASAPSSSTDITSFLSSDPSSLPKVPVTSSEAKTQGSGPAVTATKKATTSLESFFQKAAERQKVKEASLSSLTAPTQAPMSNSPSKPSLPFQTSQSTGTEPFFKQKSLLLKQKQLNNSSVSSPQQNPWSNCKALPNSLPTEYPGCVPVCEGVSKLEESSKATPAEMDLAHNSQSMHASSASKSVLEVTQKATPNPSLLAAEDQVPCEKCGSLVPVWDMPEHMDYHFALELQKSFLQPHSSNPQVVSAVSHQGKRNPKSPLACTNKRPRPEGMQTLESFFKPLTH
#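 Fluorescent replication assay: 50 nM final substrate added after a 15 min room-temperature compound preincubation with 10 nM enzyme. Signal taken at 0 min and again at 10 min.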
# BAZ2B block: inhibitors of human BAZ2B bromodomain; Q9UIF8; AlphaScreen BAZ2B-H3K14Ac peptide displacement; Potency, µM (series often up to 114 µM), without a hit: at the top dose activity change, negative = inhibition, hits mostly inhibitors; actives 4.4% (n = 360,000); AID 504333; note: % is set by controls: 0 for no effect and ±100 for the full control effect; nearly all actives have a fitted effect of over 60% in size
#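 In this displacement format the biotinylated H3(5-23) peptide acetylated at Lys14 serves as ligand at 50 nM, with BAZ2B at 50 nM in PBS pH 7.4 containing 0.01% Tween-20. Donor and acceptor beads are 10 ug/mL final.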
# Pol kappa inh: inhibitors of human DNA polymerase kappa | purified Pol kappa, fluorescent DNA synthesis assay, 10 min | Potency, µM (titrated, usually from 107 µM), for inactives: at the top dose activity, negative = inhibition, actives largely listed as inhibitors | actives 0.53% (n = 400,000); note: % is set by controls: 0 for no effect and ±100 for the full control effect
#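 Activity was followed as the change in fluorescence between reads at 0 and 10 min after starting the reaction with 50 nM substrate. Beforehand, 10 nM polymerase had been preincubated with compound for 15 min at room temperature.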
# APEX1 inh: APE1 (human) endonuclease inhibition | recombinant APE1, TAMRA/BHQ-2 abasic DNA cleavage fluorescence | P27695 | actives 0.35% (n = 350,000) | Potency, µM (series often up to 65.8 µM), without a hit: at the highest dose activity change, negative = inhibition, hits mostly inhibitors;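 note: plate controls were vehicle for no effect and reference inhibitor for full effect; nearly all actives have a fitted effect of over 55% in size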
#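 Readout is kinetic fluorescence (ex 525, em 598 nm) from cleavage of 50 nM TAMRA/BHQ-2 THF abasic duplex by 0.75 nM APE1, compound added 15 min beforehand at RT.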
# Active calls of the source: *; ? = inconclusive; / = not tested or not shown; & = joins results of further samples; [ ] = remark or other dose. Calls come from the whole dose curve; as a rule, active = well fitted curve in the direction sought with a large enough effect; inconclusive = small, poorly fitted or top-dose-only effect, or another doubt; inactive = no such curve, though single readings can be large; an effect the other way counts as inactive or inconclusive. Potency is the fitted concentration of half-maximal effect. Not all compounds are listed (hit frequency here may not be typical).
SMILES,Anesthetic bind,G9a inh,BLM helicase inh,Pol iota inh,POLB inh,POLH inh,BAZ2B block,Pol kappa inh,APEX1 inh
CN1C(=S)SC(N(O)C=C2C=CC(=O)C=C2)C1(C)C (stereo unspecified),?,?,3%,-1%,0%,-11%,7%,6%,-4%
O=C(NCCS(=O)(=O)N1CCN(c2cccc(Cl)c2)CC1)c1cc(=O)c2ccccc2o1,-18%&-8%,-7%&-6%[59 µM],-2%&-2%,53%[activator],?,-7%&-6%,-18%&1%,3%,25%
N/C(Cc1cccc2ccccc12)=N\OC(=O)c1cccs1,-10%,-2%[59 µM],-1%,49%[activator],56%,-2%,-11%,-2%,17%
CC(=O)Nc1nnc(S(=O)(=O)N2CCN(c3ccc(Cl)cc3[N+](=O)[O-])CC2)s1,-8%,8%,-2%,?,1%,-8%,-32%,-11%,50%
O=C(NC1CCCC1)C(c1c(F)cccc1Cl)N(C(=O)c1csnn1)C1CC1 (stereo unspecified),1%,-5%,-2%,47%[activator],67%,-17%,3%,-2%,6%
Cc1c(NS(=O)(=O)c2cccc(C(=O)NCc3ccc(Cl)cc3)c2)c(=O)n(-c2ccccc2)n1C,-12%,-10%[59 µM],1%,15%,?,-2%,1%,-11%,-2%
CCCOc1ccc(C2c3c(oc4ccccc4c3=O)C(=O)N2CCN(CC)CC)cc1OC (stereo unspecified),-10%,50µM*,-6%,4%,10%,-16%,3%,-11%,23%
COC(=O)c1ccsc1NC(=O)CCS(=O)(=O)c1ccc(Cl)cc1,/,0%[59 µM],/,-10%,/,-22%,7%,-20%,4%
O=C1NC(=Nc2ccccc2)SC1Cc1cccc(Cl)c1Cl (stereo unspecified),-2%,-21%,-4%,-1%,9%,-1%,-13%,-7%,5%
Cc1ccc(-c2noc(C3CCN(S(C)(=O)=O)CC3)n2)o1,-8%,-5%,-4%,28%,2%,-4%,-3%,-11%,4%
COC(=O)c1c(-c2ccccc2)nn(-c2ccccc2)c1C(=O)OC,-5%,2%[0.501 µM],-5%,25%,2%,-6%,27%,-1%,-7%
O=C(Nc1ccccc1)N(CCN1CCOCC1)Cc1cccc(Cl)c1,4%,-3%,1%,27%,?,-11%,3%,-2%,2%
COc1cccc(C2=Nc3cccc4cccc(c34)N2)c1,-12%,16µM*,-4%,265%[activator],-24%,-23%,40µM*,-5%,6%
Cc1cc(C(=O)N/N=C/C=C/c2ccc(Br)cc2)n[nH]1,-5%,91%[activator],-11%,21%,3%,-1%,1%,18%,33%
COc1ccc(N2C(=O)CN(Cc3cc(OC)c(OC)c(OC)c3)C2=S)cc1,-17%,-4%,-8%,109%[activator],3%,-18%,9%,-16%,0%
O=C(C1CCN(S(=O)(=O)Cc2ccccc2)CC1)N1CCN(c2ncccn2)CC1,-11%,-39%[12.7 µM],-6%,35%[activator],-1%,-1%,7%,8%,?
CCOC(=O)c1c(C)[nH]c(C)c1S(=O)(=O)N1CCC(C(=O)Nc2ccccc2CC)CC1,-5%,0%[59 µM],-2%,27%,2%,-9%,-9%,-19%,/
CN(C)/C=N/c1cc(=O)n(C)c(=O)n1CC1CC1,-13%&3%,3%,5%&1%,29%,-24%,-6%,-5%,12%,?
COc1ccccc1C1CC(c2cccs2)=NN1C(=O)CCC(=O)O (stereo unspecified),-1%,38%[activator],0%,25%,-6%,-15%,10%,4%,20%
Cc1noc(C)c1CSCC(=O)N(CCC(C)C)c1c(N)n(Cc2ccccc2)c(=O)[nH]c1=O,?,27%,-3%,4%,-11%,-14%,-15%,-2%,-6%
Cc1ccc(C(=O)Nc2cc(S(=O)(=O)N3CCOCC3)ccc2N2CCCC2)cc1,/,?,/,10%,/,-25%,1%,-5%,19%
CCOC(=O)c1ccc(NC(=O)c2c(NC(=O)CCC(=O)O)sc3c2CCCCC3)cc1,?,32µM*,-9%,9%,-1%,-11%,-31%,-7%,-2%
CCCCc1cc(=O)oc2cc(OCC(=O)NCc3ccccn3)c(Cl)cc12,-6%,58%[activator],-1%,1%,2%,-17%,-6%,11%,47%
COc1ccc(/C=C/C(=O)OCC(=O)NC2CCCC2)cc1,/,15%[12.7 µM],/,10%,/,-8%,3%,6%,9%
CCOC(=O)c1c(CS(=O)(=O)c2ccccc2)n(C)c2cc(Br)c(O)c(CN(C)C)c12,-21%,-6%,-2%,0%,14%,-2%,19%,-12%,-1%
COc1ccccc1C1=NN(C2=NN=C(N)Cc3ncnn32)C(O)(C(F)(F)F)C1 (stereo unspecified),-2%,20%,3%,2%,10%,-6%,15%,-5%,?
O=C(CSc1n[nH]c(=O)[nH]c1=O)c1ccccc1[N+](=O)[O-],9%,/,-4%,18%,11%,-36%,-5%,6%,?
Cc1cc(C(=O)Nc2ccc(N3CCOCC3)cc2)c2ccccc2n1,-19%,-32%,-5%,34%[activator],0%,-11%,-36%,1%,-1%
CCN=C(Nc1ccc2c(c1)OCO2)SC1CC(=O)N(c2ccc(OC)cc2)C1=O (stereo unspecified),1%,26%[59 µM],1%,7%,-5%,11%,3%,-8%,-4%
CCc1ccc(-n2c(=O)c3sc4ccccc4c3n(CC(=O)NC3CCCCC3)c2=O)cc1,-2%,-25%[59 µM],-5%,43%[activator],2%,-13%,-14%,-4%,/
Nc1nc2c3ccccc3nc(Cc3ccccc3)n2n1,1%,9%[59 µM],5%,11%,0%,-7%,-2%,-6%,4%
O=C(NCCOc1ccccc1F)C1CC(=O)N(Cc2ccccc2)C1 (stereo unspecified),/,/,/,44%[activator],/,1%,/,-10%,5%
O=C(NC1CCCCC1)C(c1cccs1)N(Cc1cccs1)C(=O)c1ccco1 (stereo unspecified),-11%,-42%,-9%,17%,35%[activator],-9%,?,-11%,-10%
CC1(C)CC(=O)C2=C(C1)NC(=S)C(C#N)C21CCCCC1 (stereo unspecified),-2%,0.5µM*,-4%,32%,31%,-12%,?,4%,6%
COc1ccc(Cn2nnnc2CN(Cc2cc3ccc(C)cc3[nH]c2=O)C2CCCC2)cc1,3%,35µM*,-2%,19%,-1%,-12%,3%,-5%,-3%
CCOC(=O)c1c(NC(=O)COc2ccc(Br)cc2)sc(C(C)=O)c1C,-13%,14µM*,1%,37%[activator],9%,-14%,-2%,1%[60.1 µM],/
O=C(O)c1nc2nc(Cl)c(Cl)nc2[nH]1,0%,32%[12.7 µM],-5%,-4%,3%,-7%,-26%,5%,3%
O=c1cc(N2CCCCC2)c(-c2ccccc2)nn1Cc1ccccc1Cl,?,-26%,-9%,-11%,16%,-14%,2%,-16%,-1%
CCC[N+]1(CC#CC(O)(c2ccccc2)C2CCCCC2)CCCCC1 (stereo unspecified),2%,/,3%,69%[activator],18%,-4%,-7%,2%,7%
COc1ccc(NS(=O)(=O)c2cc(NC(=O)c3cncc(Br)c3)ccc2OC)cc1,/,/,/,46%[activator],/,-5%,/,-6%,-6%

# Quoted at random: four records from the list
SMILES,Anesthetic bind,G9a inh,BLM helicase inh,Pol iota inh,POLB inh,POLH inh,BAZ2B block,Pol kappa inh,APEX1 inh
CC1(C)CC(=O)C2=C(C1)NC(=S)C(C#N)C21CCCCC1 (stereo unspecified),-2%,0.5µM*,-4%,32%,31%,-12%,?,4%,6%
COc1ccc(NS(=O)(=O)c2cc(NC(=O)c3cncc(Br)c3)ccc2OC)cc1,/,/,/,46%[activator],/,-5%,/,-6%,-6%
CCC[N+]1(CC#CC(O)(c2ccccc2)C2CCCCC2)CCCCC1 (stereo unspecified),2%,/,3%,69%[activator],18%,-4%,-7%,2%,7%
O=c1cc(N2CCCCC2)c(-c2ccccc2)nn1Cc1ccccc1Cl,?,-26%,-9%,-11%,16%,-14%,2%,-16%,-1%

# Other results follow:
SMILES,Anesthetic bind,G9a inh,BLM helicase inh,Pol iota inh,POLB inh,POLH inh,BAZ2B block,Pol kappa inh,APEX1 inh
CCc1ccccc1NC(=O)CSc1nc2c(oc3ccccc32)c(=O)n1C,3%,-31%[59 µM],-3%,0%,5%,-11%,-2%,2%,/
O=C(CCS(=O)(=O)c1cccc2nonc12)Nc1ccc(Br)cc1,-2%&1%,8%,-5%&2%,81%&8%[activator],37%&-3%,-24%&-5%,-1%&7%,-4%,19%
CCc1ccc(OCCCSc2nc(-c3ccc(C(C)(C)C)cc3)nc3cc(=O)[nH]n23)cc1,?,12%[59 µM],-23%,?,18µM*,/,50µM*,-26%,/
Cc1cc(C)c(C)c(OCC(=O)NCCN(C)C)c1,-1%,0%[12.7 µM],3%,4%,2%,-11%,5%,-2%,-2%
CC1CN(C(=O)c2nn(C)cc2[N+](=O)[O-])CC(C)O1 (stereo unspecified),-9%,15%[59 µM],0%,15%,-1%,-20%,3%,-4%,-1%
O=C(Nc1ccc(O)cc1C(=O)O)c1ccc(NC(=O)c2ccco2)cc1,/,-39%[12.7 µM],/,?,/,-16%,-9%,-27%,6%
Cc1c(C(=O)OCCOc2ccccc2)[nH]c2c1C(=O)CC(c1ccccc1Cl)C2 (stereo unspecified),-10%,-2%[59 µM],-5%,35%[activator],17%,-5%,-2%,6%,/
CCCN(CCC)c1nc2c(C)cccn2c(=O)c1/C=C1/SC(=S)N(Cc2ccco2)C1=O,-8%,40µM*,1%,?,11%,5%,?,1%,6%
Cc1ccc(CN2CCN(Cc3cnc(C)s3)CC2CCO)cc1 (stereo unspecified),-8%,-27%,-2%,20%,27%,-6%,3%,0%,2%
Cc1occc1-c1nc(-c2ccncc2)no1,-4%,-10%[12.7 µM],-7%,-12%[58.9 µM],21%,-1%,5%,0%,?
COc1ccc(C(=O)/C=C/C(=O)N(CC(=O)NC2CCCCC2)Cc2ccccc2OC)c(O)c1,-13%,18µM*,0%,91%[activator],2%,-23%,-29%,1%,2%
Cc1c(C(=O)Nc2c(C)n(C)n(-c3ccccc3)c2=O)oc2ccc(Cl)cc12,-9%,4%,-7%,0%,-1%,-3%,-5%,-20%,18%
Cc1ccc2scc(N3CCN(c4cccc(C(F)(F)F)c4)CC3)c(=O)c2c1,-4%,4%[59 µM],2%,-5%,2%,2%,-2%,-14%,/
CCCCn1c(SCC(=O)NCCCOC)nc2c(sc3ccccc32)c1=O,-3%,21%[59 µM],-1%,18%,19%,-20%,23%,-2%,/
